# F508del corr = F508del CFTR correction, initial screen, CFBE line, single point; AID 720511, 2013; activity (quench increase), % at 7.58 µM; CFBE cells, YFP halide quenching; stimulated with forskolin plus potentiator P3; % fluorescence drop versus neutral controls; 350,000 compounds, 0.36% hits;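 active = mean added fluorescence quench of at least 8% versus neutral control, with both replicates also reaching 8%; inconclusive = only one of the mean or replicate conditions met; inactive = mean below 8% and not both replicates reaching 8%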;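 note: cells transiently co-express mutant CFTR-F508del with the halide-sensitive YFP; corrector assay measuring rescue of mutant channel to the surface after 24 h compound exposure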
# Xi reactivation = activators of inactive X chromosome reactivation, primary screen, imaging, XiGFP fibroblasts, GFP high-content imaging, set 2 | AID 743238, 2013 | 360,000 compounds, 0.055% hits | activation, % at 7.58 µM | XiGFP mouse fibroblasts, % GFP-positive cells imaging, 3 d; cells co-treated with 5-aza-dC sensitizer; scaled so ellipticine positive control = 100%;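 active = mean normalized replicate activation at least 10% and every replicate at or above 10%; inconclusive = only one of the two criteria met; inactive = mean below 10% and not all replicates reach 10%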;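 note: 0% = median of on-plate neutral control wells and 100% = ellipticine 6 µM median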
#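 material = 68-5-11 XiGFP fibroblast line | medium = DMEM plus 5-aza-dC sensitizer | schedule = 3 days compound exposure | benchmarks = positive control ellipticine, 6 µM final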
# INS-1E GSIS act = GLuc luminescence reporter in INS-1E cells, primary screen for activators of glucose-dependent secretion of insulin | activation, % at 16.6 µM | INS-1E GLuc reporter insulin secretion, 2-3 h | 370,000 compounds, 0.61% hits;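 active = lowest replicate activation of at least 40%, so every replicate reaches that level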;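 note: 0% = median of neutral control wells and 100% = median of IBMX positive control wells; some compounds called inactive have numbers as strong as hits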
# DENV2 CPE rescue = inhibitors of DENV2 cytopathic effect, primary screen, cell-based, plate reader, single concentration; DENV2-infected cells, cytopathic effect rescue; CPE inhibition, % at 9.99 µM; 350,000 compounds, 1.7% hits; AID 651640, 2012; in the data active = CPE inhibition above about 20%, passing the limit was not always enough; inconclusive = no clear call, values can overlap the other calls; tested in BHK-21 cells;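 note: 0% = median of neutral control wells and 100% = median of positive control wells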
# ARNT TACC3 PPI = disruptors of ARNT/TACC3 protein interaction, primary screen, biochemical, AlphaScreen, single concentration; Transforming acidic coiled-coil-containing protein 3 (Homo sapiens), Q9Y6A5; AlphaScreen His-ARNT PAS-B/GST-TACC3 binding, luminescence; TACC3 fragment carries E629A point mutation; inhibition, % at 9.99 µM; 390,000 compounds, 0.66% hits; AID 623870, 2012;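 active = mean inhibition of replicates at least 50% and at least half of replicates each reaching 50%; inconclusive = half or more replicates reach 50% but mean below 50%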;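 note: 0% = complete ARNT plus TACC3 wells and 100% = ARNT alone without TACC3; many hits fall short of the cut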
# PAX8 inh HTS = inhibitors of PAX8-driven TPO luciferase reporter, primary screen, RMG-I cells, single concentration. SteadyGlo, 24 h. inhibition, % at 12.6 µM. 360,000 compounds, 1.2% hits;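 active = mean replicate inhibition at least 60% with every replicate also reaching 60%; inconclusive = only one of the two criteria is met; inactive = mean below 60% and not all replicates reaching 60%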;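 note: luciferase light reporting Pax8 driven TPO promoter activity; plate controls were median of neutral control wells for no effect and mitoxantrone controls for full effect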
# ERp5 inh = inhibitors of ERp5-driven insulin aggregation, primary screen, biochemical, turbidity, absorbance 650 nm, single point. 90 min. AID 651711, 2012. Protein disulfide-isomerase A6 (Homo sapiens), Q15084. 350,000 compounds, 0.05% hits. inhibition, % at 9.99 µM;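 active = mean replicate inhibition above about 25%, with every replicate also reaching it, limit read from the data, passing the limit was not always enough; inconclusive = only one of those two criteria met; inactive = neither criterion met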
# Target sequence (Q15084 whole entry, looked up): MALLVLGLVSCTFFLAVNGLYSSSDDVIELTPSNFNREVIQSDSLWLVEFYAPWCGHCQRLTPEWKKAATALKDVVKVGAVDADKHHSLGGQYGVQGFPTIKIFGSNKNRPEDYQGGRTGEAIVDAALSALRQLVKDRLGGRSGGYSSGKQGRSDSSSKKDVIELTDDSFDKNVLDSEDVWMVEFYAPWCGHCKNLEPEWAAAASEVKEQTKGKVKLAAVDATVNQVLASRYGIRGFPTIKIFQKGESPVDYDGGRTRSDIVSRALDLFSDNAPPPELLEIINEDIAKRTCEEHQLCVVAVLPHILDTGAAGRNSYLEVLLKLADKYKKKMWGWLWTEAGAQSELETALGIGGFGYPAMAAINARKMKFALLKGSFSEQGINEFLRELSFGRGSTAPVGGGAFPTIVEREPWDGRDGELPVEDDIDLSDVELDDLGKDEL
# EWS-Fli block = EWS/Fli-driven NR0B1 reporter inhibitors, primary screen, A673 cells, NR0B1 luciferase, luminescence, MLPCN library; viability-normalised; inhibition, % at 12.6 µM; 350,000 compounds, 0.67% hits;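 active = mean inhibition of at least 50% after viability correction, with every replicate also passing that limit; inconclusive = mean reaches 50% but only one of two replicates passes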;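 note: firefly luciferase signal divided by Alamar Blue viability fluorescence both relative to DMSO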
# Numbers without * were called inactive; ? = inconclusive; . = not tested or not shown; & = joins results of further samples.
SMILES,F508del corr,Xi reactivation,INS-1E GSIS act,DENV2 CPE rescue,ARNT TACC3 PPI,PAX8 inh HTS,ERp5 inh,EWS-Fli block
COc1ccc(/C(=N/Nc2ncnc3ccccc23)C(=O)O)cc1,2.7,0.1,-29.6,1.4,60.1*,-161.6,1.9,-60.5
CC(C)CCN(C(=O)c1ccc(N2CCCC2=O)cc1)c1c(N)n(Cc2ccccc2)c(=O)[nH]c1=O,1.3,0.0,-9.6,.,-8.7,-6.7,3.5,1.7
C[C@@H]1CCCCO[C@@H](CN(C)C(=O)c2ccncc2)[C@H](C)CN([C@H](C)CO)C(=O)c2cc(NC(=O)c3ccncc3)ccc2O1,2.1,0.1,24.2,6.8,-1.6,5.2,-4.3,.
Cc1ccc(C(=O)Nc2ccc(Nc3ccccc3)cc2)cc1C,.,0.4,9.6,-1.3,4.3,-68.5,4.5,-55.1
O=C(C1CCCCC1)N1CCN(S(=O)(=O)c2cccc([N+](=O)[O-])c2)CC1,0.9,0.2,-5.1,2.7,4.5,2.8,-7.3,6.9
C[C@H](CO)N1C[C@H](C)[C@H](CN(C)Cc2ccncc2)OCc2cn(nn2)CCCC1=O,-2.4,0.0,-9.9,.,.,8.0,.,-5.4
CCCCC(C(=O)OCC)C(N)Cc1ccc(F)cc1 (stereo not drawn),-2.3,0.0,-10.5,5.0,.,9.4,5.7,7.5
O=C(N/N=C/c1ccc(OC(=O)c2ccco2)cc1)c1ccncc1,1.1,0.1,4.7,13.7,1.1,-9.1,2.2,.
C[C@H](CO)N1C[C@H](C)[C@H](CN(C)Cc2ccc(C(=O)Nc3ccccc3N)cc2)Oc2c(NC(=O)Nc3ccc4c(c3)OCO4)cccc2C1=O,-1.5,0.5,4.1,-3.0,22.9,.,-2.7,34.2
C[C@H]1CN([C@@H](C)CO)C(=O)Cc2cc(NS(=O)(=O)c3ccc(F)cc3)ccc2O[C@H]1CN(C)C(=O)NC1CCCCC1,1.0,-0.4,2.1,10.1,-9.7,-10.9,-0.4,-0.5
CO[C@@H]1CN(C)C(=O)c2cc(NS(=O)(=O)c3cccc(F)c3)ccc2OC[C@H](C)NC[C@H]1C,-3.3,0.4,8.6,-0.8,.,-2.5,4.7,3.9
CCOC(=O)C1=C(C)NC(=S)NC1c1ccco1 (stereo not drawn),2.4,-0.1,-22.7,-3.7,-0.8,3.0,-0.9,0.2
CSc1cccc(CN2CCC(n3nccc3NC(=O)C3CC3)CC2)c1,-0.9,0.1,7.4,?,-1.1,2.0,-1.9,.
Cc1ccc(S(=O)(=O)Nc2ccc3c(c2)C(=O)N([C@H](C)CO)C[C@@H](C)[C@@H](CN(C)S(=O)(=O)c2ccc(F)cc2)O3)cc1,0.3,0.0,-20.1,-0.4,.,.,-5.5,-5.3
CCNC(=O)C[C@@H]1CC[C@H]2[C@@H](COC[C@@H](O)CN2C(=O)Nc2ccc(Cl)c(Cl)c2)O1,-0.7,0.1,-20.9,-11.8,11.2,1.6,15.3,-11.0
C[C@H](CO)N1C[C@H](C)[C@@H](CN(C)C(=O)C2CCOCC2)Oc2ncc(/C=C/c3ccccc3)cc2C1=O,-3.0,0.9,-10.5,-5.9,-4.9,-16.3,0.6,-3.0
O=C(CSc1nnc(CCCN2C(=O)c3cccc4cccc(c34)C2=O)n1-c1ccccc1)N1CCCCC1,.,0.0,-37.0,.,5.5,18.4,.,.
COCc1cc(C)n(CC(=O)Nc2ccc(N3CCOCC3)cc2)c(=O)c1C#N,1.9,0.1,19.7,?,-5.1,3.6,2.8,0.2
CC1Cc2cc(S(=O)(=O)N3CCN(c4cccc(Cl)c4)CC3)ccc2N1C(=O)C1CC1 (stereo not drawn),-1.8,0.0,6.8,-3.5,-0.6,25.8,-3.2,.
C[C@H](O)C#Cc1cnc2c(c1)C(=O)N([C@@H](C)CO)C[C@@H](C)[C@H](CN(C)C(=O)CC1CC1)O2,0.2,-0.1,2.5,2.4,-3.5,.,3.0,-3.0
CN(C)CC(=O)N[C@@H]1CC[C@H](CC(=O)NCc2ccccc2F)O[C@@H]1CO,-2.7,-0.3,-13.2,-3.8,-34.3,-9.0,1.0,-5.1
C[C@@H]1CN([C@H](C)CO)C(=O)c2cc(-c3ccc(F)cc3)cnc2O[C@@H]1CN(C)Cc1ccccn1,-1.3,-0.9,11.5,-8.2,-4.1,-2.1,-5.1,2.6
CCOC(=O)c1c(S(=O)(=O)NCCc2ccccc2)c(C)n(C)c1C,-0.3,0.0,-9.0,1.7,2.1,-10.7,-2.0,-4.4
N#C[C@H]1[C@@H](c2ccccc2-c2cccc(F)c2)[C@@H](CO)N1C(=O)C1CCOCC1,1.4,0.2,-14.3,7.6,.,-6.8,0.3,-3.3
CCCc1cc(=O)[nH]c(SCC(=O)c2c(N)n(C3CC3)c(=O)[nH]c2=O)n1,3.9,0.0,15.2,2.5,.,28.8,5.5,40.2
CC(C)CCN1CCN(Cc2cccn2-c2ccccn2)CC1CCO (stereo not drawn),0.6,0.4,-1.9,-0.1,1.9,23.8,-1.9,4.2
O=C(NCc1ccccc1)c1cc(C2COCCN2C(=O)c2ccc3c(c2)CCO3)on1 (stereo not drawn),-4.6,0.1,-6.0,-10.6,.,-9.0,-6.0,-3.0
CC(=O)N1CCOc2cc(S(=O)(=O)NCc3ccc(F)cc3)c(C)cc21,-1.3,0.3,2.9,4.4,.,-0.4,0.1,-8.6
CC(C)c1cc(CNC(=O)c2ccc(OC3CCN(Cc4ccccn4)CC3)cc2)on1,-5.3,0.2,-13.5,-6.4,8.1,7.0,-5.3,9.8
COc1ccc(OC)c(Cc2nnc(CCC(=O)NCc3ccsc3)o2)c1,1.8,0.0,5.5,-5.8,-14.0,-35.2,-5.2,-8.7

# Grouped by structure, those above containing an aryl methoxy group (2)
SMILES,F508del corr,Xi reactivation,INS-1E GSIS act,DENV2 CPE rescue,ARNT TACC3 PPI,PAX8 inh HTS,ERp5 inh,EWS-Fli block
COc1ccc(/C(=N/Nc2ncnc3ccccc23)C(=O)O)cc1,2.7,0.1,-29.6,1.4,60.1*,-161.6,1.9,-60.5
COc1ccc(OC)c(Cc2nnc(CCC(=O)NCc3ccsc3)o2)c1,1.8,0.0,5.5,-5.8,-14.0,-35.2,-5.2,-8.7

# Next results.
SMILES,F508del corr,Xi reactivation,INS-1E GSIS act,DENV2 CPE rescue,ARNT TACC3 PPI,PAX8 inh HTS,ERp5 inh,EWS-Fli block
Cc1cc(NC(=O)COC(=O)c2ccc([N+](=O)[O-])cc2Cl)no1,-6.2,-0.1,6.8,-5.6,.,0.0,3.4,-6.4
Cc1cc(C)c(S(=O)(=O)N2CCN(S(=O)(=O)N3CCCCCC3)CC2)c(C)c1,-0.3,0.1,3.3,-1.8,-14.3,2.1,4.4,13.3
CCOc1ccc(CN(C)C(=O)c2ccc3ccccc3n2)cc1,0.7,0.6,9.7,-2.0,-26.2,7.4,-2.0,6.8
Cc1cccn2c(=O)nc(SCC(=O)Nc3ccc4c(c3)OCO4)nc12,-2.4,0.4,6.0,0.3,-2.5,-8.6,-1.3,3.6
O=C1CC(=O)CC(c2ccccc2)C1,0.4,0.1,-2.8,.,-3.5,-8.0,-2.5,-3.4
O=C(N[C@@H]1CC[C@H](CCn2cc(-c3ccccn3)nn2)O[C@@H]1CO)c1ccccc1,2.9,0.0,9.2,7.6,87.5*,.,-2.0,-3.1
CN1[C@@H]2Cn3c(ccc(-c4ccncc4)c3=O)[C@H]1[C@@H](C(=O)NCCc1ccccc1)[C@@H]2CO,-1.2,-0.1,7.2,?,-5.3,1.8,-1.4,1.3
CCC1CCCCN1CCCNC(=O)c1ccc(CS(=O)(=O)c2ccc(Br)cc2)o1 (stereo not drawn),2.1,0.0,13.6,-2.3,0.5,7.3,-4.1,.
CNS(=O)(=O)c1cccc(C(=O)OCC(=O)NC2CCCC(C)C2C)c1 (stereo not drawn),-2.0,0.5,-9.5,2.1,6.1,4.5,0.8,8.1
Cc1cc(NC(=O)CCc2ccccc2)c([N+](=O)[O-])cc1C,.,0.4,1.9,.,-1.6,-45.8,.,.
O=[N+]([O-])c1cc(S(=O)(=O)N2CCCC2)ccc1SCCO,1.4,0.0,-4.6,-6.2,0.9,5.9,4.7,1.7
CCN(CC(=O)Nc1c(F)cccc1F)C(=O)Cc1csc(-c2ccccc2)n1,-1.9,0.2,-3.8,-2.9,-1.4,6.8,-3.7,-8.0
COc1ccc(-c2ccc(C)cc2)cc1[C@H]1[C@@H]2C=CCC[C@@]2(C)C(=O)N1Cc1ccccc1,-2.5,0.6,13.4,3.7,-6.3,3.9,2.6,6.2
COc1cccc(/C=N/Nc2nnc3c(n2)[nH]c2ccccc23)c1OC,0.4,0.2,12.2,3.2,-4.3,-4.5,5.3,-37.1
Cc1cc(-c2ccc(C(C)C)c(S(=O)(=O)Nc3cc(C)on3)c2)on1,-1.9,0.1,-2.1,3.8,-2.0,-2.3,1.3,.
O=C(c1ccccn1)N1CCN(c2cccc(C(F)(F)F)c2)CC1,-1.1,0.0,2.6,2.9,-7.3,-18.6,0.0,14.2
CC(Nc1ccc(N2CCOCC2)cc1)C(=O)N1c2ccccc2CC1C (stereo not drawn),-0.3,0.0,-13.6,0.6,36.1,14.3,-0.8,7.0
Cc1sc2nc(CSCC(=O)N(CCC#N)c3ccccc3)[nH]c(=O)c2c1C,6.2,0.4,-5.2,.,-1.3,7.3,-5.3,4.3
Cc1noc(C)c1NC(=O)Nc1ccc2c(c1)C(=O)N([C@@H](C)CO)C[C@@H](C)[C@@H](CN(C)S(=O)(=O)c1cccs1)O2,1.9,0.1,1.4,15.3,3.4,.,-6.2,0.2
CN(CC(=O)Nc1cccc(F)c1)C(=O)CCSc1ccc(F)cc1,-0.9,-0.1,-30.5,-3.0,-0.3,-3.6,7.1,6.8
C=C(C)C(=O)N1CCN(C(=O)C(=C)C)c2ccccc21,-2.2,0.0,.,1.2,-21.1,5.6,-3.1,-2.1
COc1ccc(C(=O)Sc2nncc3ccccc23)cc1,3.6,0.1,18.3,1.6,-3.0,-4.4,4.2,5.5
COc1cccc(CNC(=O)C[C@@H]2CC[C@@H](NC(=O)C3CCC3)[C@H](CO)O2)c1,-0.4,-0.3,1.6,2.0,7.4,-6.1,-1.7,1.5
CC(=O)C[C@@H]1OC[C@H](C)N1S(=O)(=O)c1ccc(C)cc1,-0.3,.,3.9,-3.2,.,-0.1,-3.4,-2.3
Cc1ccc(NC(=O)C2CCN(C(=O)N3CCOc4ccccc43)CC2)cc1,-0.6,-0.1,-5.3,-2.2,-3.2,2.5,-0.8,-2.0
CNC[C@H]1Oc2ccc(NC(=O)Cc3cn(C)c4ccccc34)cc2CC(=O)N([C@@H](C)CO)C[C@H]1C,0.8&0.9,0.2&0.1,-9.4&1.7,1.2&-5.4,-3.0&-1.7,-3.7&3.0,1.8&-1.8,8.1&-3.4
O=c1[nH]cnc2c1nnn2Cc1ccccc1,7.1,0.0,3.6,16.5,-4.9,13.8,2.9,3.9
COc1ccc(N2CCN(S(=O)(=O)c3c[nH]c(=O)[nH]c3=O)CC2)cc1,2.3,0.2,18.4,-6.9,-5.6,-9.3,-1.0,-0.5
